Screening results from PubChem BioAssay.
GLS inh: blocks human kidney-isoform glutaminase activity | O94925 | Potency, µM (top dose mostly 45.5 µM), inactives show at the top dose activity change, negative = inhibition, hits mostly inhibitors | actives 0.21% (n = 410,000) | GLS enzymatic activity, qHTS titration; note: potency is the fitted concentration of half-maximal effect; % is set by controls: 0 for no effect and ±100 for the full control effect
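Enzyme dispensed in phosphate buffer (45 mM, pH 8.2, 0.02% Tween-20), compounds pinned in, then 1 mM L-glutamine solution and the glutamate oxidase–HRP–Amplex Red mix added; fluorescence read immediately and again after 30 min at room temperature.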
BAZ2B block: blocks human BAZ2B | Q9UIF8 | AlphaScreen BAZ2B-H3K14Ac peptide displacement | Potency, µM (highest dose often 114 µM), without a hit: at the top dose activity change, negative = inhibition, most hits filed as inhibitors | actives 4.4% (n = 360,000); note: potency is the fitted concentration of half-maximal effect; % is set by controls: 0 for no effect and ±100 for the full control effect; nearly all actives have a fitted effect of over 60% in size
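Multi-concentration screen (max 110 uM) measuring displacement of acetylated histone H3 peptide from BAZ2B by AlphaScreen, using 50 nM protein, 50 nM peptide and 10 ug/mL streptavidin donor plus Ni-chelate acceptor beads.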
Pol eta inh: inhibitors of human DNA polymerase eta; recombinant Pol eta, fluorescent DNA replication assay; Potency, µM (highest dose often 114 µM), for inactives: at the top dose activity change, negative = inhibition, most hits filed as inhibitors; actives 1.2% (n = 390,000); AID 588591; note: potency is the fitted concentration of half-maximal effect; % is set by controls: 0 for no effect and ±100 for the full control effect
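Pol eta at 10 nM preincubated with compounds 15 min at room temperature; reaction started with fluorescent substrate (50 nM final) and read kinetically at 0 and 10 min.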
G9a block: inhibitors of human histone lysine methyltransferase G9a; G9a H3K9 monomethylation, AlphaScreen, 2 h; Potency, µM (titrated, usually from 102 µM), without a hit: at the top dose activity, negative = inhibition, usual class: inhibitors; actives 8.8% (n = 350,000); note: potency is the fitted concentration of half-maximal effect; % is set by controls: 0 for no effect and ±100 for the full control effect; nearly all actives have a fitted effect of over 75% in size
Target sequence (Q96KQ7 913-1193 limits assumed): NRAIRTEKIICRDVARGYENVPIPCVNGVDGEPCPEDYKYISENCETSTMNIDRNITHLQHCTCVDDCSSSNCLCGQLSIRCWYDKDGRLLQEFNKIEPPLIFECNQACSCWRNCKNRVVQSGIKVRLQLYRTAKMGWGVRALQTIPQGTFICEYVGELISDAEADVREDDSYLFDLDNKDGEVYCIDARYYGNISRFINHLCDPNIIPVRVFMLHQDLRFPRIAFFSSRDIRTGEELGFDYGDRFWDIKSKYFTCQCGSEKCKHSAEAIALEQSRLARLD
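G9a (20 nM) was preincubated 15 min with compound, then reacted 2 h at room temperature with 500 nM biotin-H3K9 peptide and 20 µM SAM. Monomethyl-H3K9 detected by AlphaScreen using anti-H3K9me1 antibody.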
Pin1 inh: blocks the human prolyl isomerase Pin1; actives 0.009% (n = 390,000); Q13526; Potency, µM (titrated, usually from 115 µM), inactives show top-dose activity, negative = inhibition, hits mostly inhibitors; Pin1 FP peptide displacement, HiFluor488, 10 min; active = well fitted inhibition curve with a large enough effect in the polarisation, with a control signal flat, not every such curve was filed as active; inconclusive = small, poorly fitted or top-dose-only effect, or effect the other way, or a change in a side signal; inactive = no such curve, though single readings can be large or run the other way; the % refers to the polarisation; note: potency is the fitted concentration of half-maximal effect; % is set by controls: 0 for no effect and ±100 for the full control effect
Target sequence (Q13526 whole entry, looked up): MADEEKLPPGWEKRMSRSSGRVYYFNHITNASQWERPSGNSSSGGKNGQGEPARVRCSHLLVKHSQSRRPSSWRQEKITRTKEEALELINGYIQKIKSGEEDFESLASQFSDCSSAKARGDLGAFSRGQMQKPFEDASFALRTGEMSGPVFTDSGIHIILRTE
HP1b chromo inh: HP1-beta chromodomain-methylated histone interaction inhibition | P83916 | AlphaScreen HP1-beta / biotin-H3K9me3 peptide binding | Potency, µM (top dose mostly 114 µM), for the others: at the top dose activity change, negative = inhibition, most hits filed as inhibitors | actives 0.56% (n = 390,000) | AID 540317; note: potency is the fitted concentration of half-maximal effect; nearly all actives have a fitted effect of over 70% in size; inactives centre near 23
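AlphaScreen: HP1-beta (50 nM) preformed 30 min with biotin-H3(1-18)K9me3 peptide (50 nM) in PBS pH 7.4, 0.01% Tween-20. Compound added for 30 min at RT, then streptavidin donor/nickel chelate acceptor beads (10 ug/mL) for 30 min.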
JMJD2A Tudor inh: JMJD2A Tudor domain (human) inhibition; AlphaScreen JMJD2A-Tudor / H3K4me3 peptide binding; Potency, µM (top dose mostly 114 µM), inactives show top-dose activity change, negative = inhibition, hits mostly inhibitors; actives 4.4% (n = 390,000); note: potency is the fitted concentration of half-maximal effect; % is set by controls: 0 for no effect and ±100 for the full control effect; nearly all actives have a fitted effect of over 50% in size
PI4K2A inh: blocks human PI4K2A kinase activity; purified PI4K2A, ADP-Glo luminescence, 1 h; hits give low values; Q9BTU6; actives 0.13% (n = 420,000); activity change, negative = inhibition, % at 76.9 µM; in the data active = activity change below about -50%; inconclusive = mostly about -30% to -49%;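 note: -100% = wells without enzyme as full effect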
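Compounds are screened against recombinant PI4K2A using PI as substrate and ATP, the latter dispensed at 300 microM. Reactions run one hour at ambient temperature before ADP-Glo detection; full inhibition defined by wells lacking enzyme.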
Tb PGK inh: T. brucei PGK inhibition; P07378; PGK/GAPDH coupled, Kinase-Glo luminescence, 60 min; Potency, µM (top dose mostly 57.5 µM), for inactives: at the highest dose activity change, negative = inhibition, actives largely listed as inhibitors; actives 0.043% (n = 380,000); AID 602233; note: potency is the fitted concentration of half-maximal effect; % is set by controls: 0 for no effect and ±100 for the full control effect; nearly all actives have a fitted effect of over 60% in size
Target sequence (P07378 whole entry, looked up): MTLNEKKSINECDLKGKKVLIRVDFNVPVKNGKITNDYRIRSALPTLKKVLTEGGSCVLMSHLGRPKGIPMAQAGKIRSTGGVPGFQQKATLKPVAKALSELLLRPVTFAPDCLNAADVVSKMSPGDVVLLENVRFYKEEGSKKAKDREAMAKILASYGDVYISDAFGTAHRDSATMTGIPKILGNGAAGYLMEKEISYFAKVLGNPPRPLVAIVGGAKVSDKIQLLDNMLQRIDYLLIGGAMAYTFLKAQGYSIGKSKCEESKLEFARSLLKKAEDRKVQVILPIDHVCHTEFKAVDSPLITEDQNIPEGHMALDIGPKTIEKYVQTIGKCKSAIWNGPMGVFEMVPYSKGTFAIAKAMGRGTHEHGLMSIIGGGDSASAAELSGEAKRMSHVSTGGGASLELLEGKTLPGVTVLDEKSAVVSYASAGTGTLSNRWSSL
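Recombinant glycosomal PGK reaction used 1,3-bisphosphoglycerate generated in-well by GAPDH (100nM final) in 100mM TEA pH 7.6, 5mM MgCl2, 0.01% Tween-20. After 60 minutes at room temperature, ATP was read by Kinase-Glo Plus luminescence end-point.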
Numbers without * were called inactive; i = inactive; u = inconclusive; x = not tested or not shown; & = joins results of further samples; [ ] = remark or other dose. Unless noted, calls come from the whole dose curve; as a rule, active = well fitted curve in the direction sought with a large enough effect; inconclusive = small, poorly fitted or top-dose-only effect, or another doubt; inactive = no such curve, though single readings can be large; an effect the other way counts as inactive or inconclusive. These rows are one share of the data, so the mix of outcomes need not match the whole.

smiles | GLS inh | BAZ2B block | Pol eta inh | G9a block | Pin1 inh | HP1b chromo inh | JMJD2A Tudor inh | PI4K2A inh | Tb PGK inh
O=C(c1cccc(Cl)c1)N1CCN(Cc2ccc3c(c2)OCO3)CC1 | 3% | 15% | 0% | x | 2% | 7% | -15% | 0 | -6%
CC(=O)Nc1ccc(OCC(O)Cn2cncn2)cc1 (stereo not given) | 1% | 10% | 6% | 8%[2.33 µM] | -11% | 13% | -1% | 2 | -8%
O=Cc1c(C(=O)O)n(CC(=O)O)c2ccccc12 | -5% | -7% | u | u | -13% | -8% | u | 5 | 0%
Cc1ccc2[nH]c(-c3ccccc3)c(CN(C)C)c(=O)c2c1 | 0% | 0% | -11% | x | 1% | 30% | -12% | 2 | x
N#C/C(=C\C=C\c1ccccc1)C(=O)NCc1cccnc1 | -14% | -13% | -12% | -7% | -7% | -17% | u | -4 | 0%
O=C(O)c1ccccc1O | 3%&-5%&1%&2% | 10% | -16% | 19%[59 µM] | -6% | 37% | -4% | -1&-1 | 0%
CCN(CC)CCn1c(C)nc2ccccc21 | 0% | -17% | -1% | x | -5% | -2% | -10% | -1 | 10%
N#Cc1c2ncn(CC(=O)c3ccc(Br)cc3)c(=O)c2c2n1CCC2 | 0% | -2% | -14% | -12% | -3% | 27% | -6% | 5 | -13%
O=C(CN1C(=O)NC2(CCCC2)C1=O)Nc1nc2ccc(F)cc2s1 | -6% | 7% | -7% | u | 14% | 27% | -3% | 1 | -6%
CCCc1cc(=O)[nH]c(/N=C(/NC(=O)C(C)N2C(=O)c3ccccc3C2=O)Nc2ccccc2)n1 (stereo not given) | 10% | 11% | -4% | -1%[12.7 µM] | -6% | 16% | -10% | 3 | 0%
CN(C)C(=O)CSc1nc2ccccc2n1CC(=O)N1CCN(c2ccccc2)CC1 | 49%[activator] | -30% | -9% | 13%[59 µM] | 2% | 22% | -14% | 2 | i
Cc1ccc(NCc2ccncc2)c(Br)c1 | 0% | 22µM* | -20% | x | -1% | 28µM* | 1.6µM* | -4 | i
Cc1ccc(/C=N/NC(=O)CN2CCN(Cc3ccccc3)CC2)o1 | -1% | -17% | 0% | 12% | 8% | 26% | -9% | 0 | -1%
CCC(C)(C)n1nnnc1CN1CCc2ccccc21 | 0% | -22% | -11% | u | 2% | -17% | 0%[11.4 µM] | 2 | -3%
COC(=O)c1ccc2c(=O)n(CCN3CCOCC3)c(SCC(=O)c3ccccc3)nc2c1 | 0% | -5% | -5% | -29% | -5% | 31% | 2% | -4 | -8%
Cc1c(-c2ccc(Cl)cc2)[n+](=O)c(-c2ccccc2)cn1[O-] | 0% | -12% | -16% | 0% | -6% | 43%[activator] | 5% | -4 | -6%
CCc1cccc(OCCOCCN2CCCC2)c1 | -9% | 79µM* | -9% | 10µM* | -14% | u | 10µM* | 3 | -3%
Cc1ccc(S(=O)(=O)/N=C(/NNC(=O)c2cccc(Cl)c2)c2ccccc2)cc1 | 20% | 30% | -20% | 10% | 2% | 120%[activator] | 6% | -4 | 8%
Cc1ccc(-c2n[nH]c(=S)n2C)cc1 | -14% | 13% | -19% | 10µM* | -9% | u | 3.2µM* | -1 | -9%
CC(C)Cn1cnc2c(SCc3ccccn3)nc(N)nc21 | 5% | x | -11% | x | -3% | 3% | -6% | -27 | 10%

Carrying on:
smiles | GLS inh | BAZ2B block | Pol eta inh | G9a block | Pin1 inh | HP1b chromo inh | JMJD2A Tudor inh | PI4K2A inh | Tb PGK inh
CCCOc1ccc(NC(=O)C(=O)NCCCN2CCOCC2)cc1 | -8% | 4% | -17% | -28%[59 µM] | -3% | 42%[activator] | 3% | 10 | -2%
CN1CCN(CC#CCn2c3ccccc3c3ccccc32)CC1 | 6% | -29% | 0% | 2%[12.7 µM] | 9% | 1% | -32% | -8 | 27%
Cc1ccc(NC(=O)CC2SC(=Nc3ccc(O)cc3)NC2=O)cc1 (stereo not given) | u | -6% | 7% | 5% | 3% | 39% | -9% | 3 | 1%
COc1ccccc1N/C(N)=N/c1nc(C)cc(C)n1 | -2% | -4% | -11% | 14%[59 µM] | 0% | 36% | -12% | -6 | 0%
COc1ccc(OCC(=O)Nc2ccccc2N2CCN(C)CC2)cc1 | -1% | -2% | -19% | 0%[59 µM] | 0% | 5% | -10% | 1 | -2%
COc1ccc(N(CC(=O)N/N=C/c2ccc3c(c2)OCO3)S(=O)(=O)c2ccc(NC(C)=O)cc2)cc1 | 26% | 1% | -18% | 8% | 15% | u | u | 1 | 4%
COC(=O)C(NC(=O)CCc1nnc2ccc(N3CCC(C)CC3)nn12)C(C)C (stereo not given) | 0% | -4% | -14% | -10% | -9% | 31% | -8% | -3 | x
O=C(Nc1ccc2nc(SCC(=O)N3CCCc4ccccc43)sc2c1)c1cccc(Cl)c1 | -13% | -12% | -6% | -15%[59 µM] | 36%[activator] | 28% | -14% | 2 | 7%
Cc1ccccc1OCC(=O)Nc1ccccc1N1CCOCC1 | -9% | 3% | -9% | -2%[59 µM] | -1% | 10% | 14% | 3 | 0%
CC(=O)NS(=O)(=O)c1ccc(NC(=O)c2oc3c(Cl)cccc3c2C)cc1 | -5% | -10% | -27% | 6%[59 µM] | -2% | 19% | -5% | -2 | 3%
CN(c1ccccc1)c1nc(N)c([N+](=O)[O-])c(N2CCCC2)n1 | -2% | -38% | 2% | u | -6% | -4% | u | -1 | -8%
COc1ccc(NC(=O)CN(C)C(=O)CCc2c[nH]c3ccccc23)cc1 | -10% | -33% | -22% | -6% | 25% | 31% | -8% | -1 | -3%
CCN(CC)CCNC(=O)c1cc(Sc2nnc(C)s2)nc2ccccc12 | 10% | -16% | -16% | -4% | 0% | 12% | 4%[57.1 µM] | 2 | -9%
CC(=O)Nc1ccc(NC(=O)C(C)OC(=O)CC23CC4CC(CC(Br)(C4)C2)C3)cc1 (stereo not given) | -22% | x | u | x | 6% | 13% | -14% | -5 | -8%
COc1cc(OC)c(C(=O)OCC(=O)c2cc(C)n(CC3CCCO3)c2C)cc1OC (stereo not given) | -4% | -34% | 5% | u | 0% | -5% | -22% | 6 | 2%
NC(=O)c1sc2nc3c(cc2c1N)CCC3 | 16% | -13% | -18% | -46% | -6% | 45%[activator] | 2% | -12 | -8%
Cn1c(=O)cc(OCCCC(=O)NCc2ccccn2)c2ccccc21 | -12% | -20% | -2% | -1%[59 µM] | 7% | 24% | -8% | -2 | i
CCOC(=O)c1cc(C(C)=O)c(=O)[nH]c1C | -2% | -8% | 0% | 22% | -4% | 26% | 2% | -1 | i
Cc1ccc(C(c2c(NC(=O)c3ccco3)sc(C)c2C)N2CCOCC2)cc1 (stereo not given) | 11% | x | -4% | x | x | x | x | -3 | 4%
COc1ccccc1-n1c2c(cc(C(=O)N3CCC(C)CC3)c1=O)C(=O)CC(C)(C)C2 | 0% | -3% | -16% | -37% | 3% | 46%[activator] | -6% | 3 | 4%

For reference, five of the compounds above.
smiles | GLS inh | BAZ2B block | Pol eta inh | G9a block | Pin1 inh | HP1b chromo inh | JMJD2A Tudor inh | PI4K2A inh | Tb PGK inh
COc1ccccc1N/C(N)=N/c1nc(C)cc(C)n1 | -2% | -4% | -11% | 14%[59 µM] | 0% | 36% | -12% | -6 | 0%
COc1ccc(OCC(=O)Nc2ccccc2N2CCN(C)CC2)cc1 | -1% | -2% | -19% | 0%[59 µM] | 0% | 5% | -10% | 1 | -2%
COc1ccc(N(CC(=O)N/N=C/c2ccc3c(c2)OCO3)S(=O)(=O)c2ccc(NC(C)=O)cc2)cc1 | 26% | 1% | -18% | 8% | 15% | u | u | 1 | 4%
COC(=O)C(NC(=O)CCc1nnc2ccc(N3CCC(C)CC3)nn12)C(C)C (stereo not given) | 0% | -4% | -14% | -10% | -9% | 31% | -8% | -3 | x
O=C(Nc1ccc2nc(SCC(=O)N3CCCc4ccccc43)sc2c1)c1cccc(Cl)c1 | -13% | -12% | -6% | -15%[59 µM] | 36%[activator] | 28% | -14% | 2 | 7%

(list continues)
smiles | GLS inh | BAZ2B block | Pol eta inh | G9a block | Pin1 inh | HP1b chromo inh | JMJD2A Tudor inh | PI4K2A inh | Tb PGK inh
COc1ccccc1CNC(=O)C1CC(=O)N(c2ccc(C)c(C)c2)C1 (stereo not given) | -3% | 5% | -2% | -10%[59 µM] | -1% | 8% | -12% | 3 | x
Cc1ccc(Cn2c(=O)n(CCC(=O)NCc3ccc4c(c3)OCO4)c(=O)c3ccccc32)cc1 | 2% | -5% | -10% | 6%[59 µM] | 6% | 49%[activator] | -17%[57.1 µM] | 1 | -4%
O=C(CCCN1C(=O)C2CC=CCC2C1=O)Nc1ccccc1F (stereo not given) | 2% | -9% | -3% | 4% | -1% | 36% | -2% | -5 | i
CCOc1ccccc1CNCc1c(C(=O)O)n(Cc2ccccc2)c2cc(OC)ccc12 | 2% | -12% | -17% | -4%[59 µM] | -6% | 36% | 4% | -7 | 8%
O=C1NC(=O)C2C3OC(C(Br)C3Br)C12 (stereo not given) | 5% | x | 3% | x | x | x | x | 4 | -3%
CCN(c1ccccc1)S(=O)(=O)c1cccc(C(=O)NCC2(N(C)C)CCCCC2)c1 | 13% | -4% | -9% | 15%[12.7 µM] | 0% | 40%[activator] | 6% | -4 | -3%
CCCn1c(=O)c(C(=O)Nc2cccc(C)c2)c(O)c2ccccc21 | 9% | 36%[activator] | -6% | 64%[activator] | 2% | 66%[activator] | 26% | -6 | -5%
